# RXFP1 antagonist – qHTS Assay for Antagonists of the Relaxin Receptor RXFP1; 350,000 tested, 0.59% active; HEK293-RXFP1, relaxin-stimulated cAMP HTRF, 30 min; hits give low values; activity change, negative = inhibition, % at 57.5 µM;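 active means activity change of -60% or lower, but not beyond a set lower limit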; further: on the % scale 0 is the no-effect control and ±100 the full control effect
# D1 ag – Allosteric Agonists of the Human D1 Dopamine Receptor: qHTS | 360,000 tested, 1% active | D(1A) dopamine receptor (Homo sapiens), P21728 | activation, % at 2 µM | HEK293 T-REx D1 cells, calcium flux, agonist mode; further: 0% is about no effect
# Target sequence (P21728 whole entry, looked up): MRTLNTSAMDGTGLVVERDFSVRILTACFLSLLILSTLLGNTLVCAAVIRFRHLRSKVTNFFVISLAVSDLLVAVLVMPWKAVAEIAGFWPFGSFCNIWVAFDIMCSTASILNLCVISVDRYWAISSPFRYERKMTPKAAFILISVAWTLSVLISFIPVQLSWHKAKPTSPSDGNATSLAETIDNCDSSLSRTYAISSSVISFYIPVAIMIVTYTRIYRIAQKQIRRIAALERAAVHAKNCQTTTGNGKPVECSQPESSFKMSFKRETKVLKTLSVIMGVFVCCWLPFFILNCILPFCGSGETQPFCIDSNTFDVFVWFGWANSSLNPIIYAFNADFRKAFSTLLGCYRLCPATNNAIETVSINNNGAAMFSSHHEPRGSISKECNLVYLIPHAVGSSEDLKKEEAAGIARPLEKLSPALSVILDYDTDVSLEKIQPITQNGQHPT
#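 Inducible HEK293 T-REx D1 cells, force-coupled to calcium signalling, were plated at 4000 cells/well with tetracycline and held overnight at 30 C. After no-wash calcium dye loading, compound-evoked calcium rise over 180 s flagged agonists.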
# D1 antag – Antagonist of Human D 1 Dopamine Receptor: qHTS; D(1A) dopamine receptor (Homo sapiens), P21728; HEK293 TREx D1 cells, calcium flux, dopamine EC80; hits give low values; activity change, negative = inhibition, % at 10 µM; 360,000 tested, 3.2% active; in the data active means activity change below about -30%; further: on the % scale 0 is the no-effect control and ±100 the full control effect
#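 Tetracycline-induced HEK293 T-REx cells with force-coupled D1 receptor were loaded with a no-wash calcium dye. Compound was added after a 10 s baseline and read kinetically for 180 s; EC80 dopamine was then added and calcium flux followed another 180 s.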
# D2 agonist – HTS Assay for Allosteric Agonists of the Human D2 Dopamine Receptor: Primary Screen for Agonists. activation, % at 2 µM. AID 485358, 2010. HEK293 T-REx D2 cells, calcium flux agonist mode. 340,000 tested, 0.53% active. D(2) dopamine receptor (Homo sapiens), P14416;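 active means activation over 3 SD above normal in the single-dose calcium agonist read, cut at about 30% in these data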; further: 0% is about no effect
# Target sequence (P14416 whole entry, looked up): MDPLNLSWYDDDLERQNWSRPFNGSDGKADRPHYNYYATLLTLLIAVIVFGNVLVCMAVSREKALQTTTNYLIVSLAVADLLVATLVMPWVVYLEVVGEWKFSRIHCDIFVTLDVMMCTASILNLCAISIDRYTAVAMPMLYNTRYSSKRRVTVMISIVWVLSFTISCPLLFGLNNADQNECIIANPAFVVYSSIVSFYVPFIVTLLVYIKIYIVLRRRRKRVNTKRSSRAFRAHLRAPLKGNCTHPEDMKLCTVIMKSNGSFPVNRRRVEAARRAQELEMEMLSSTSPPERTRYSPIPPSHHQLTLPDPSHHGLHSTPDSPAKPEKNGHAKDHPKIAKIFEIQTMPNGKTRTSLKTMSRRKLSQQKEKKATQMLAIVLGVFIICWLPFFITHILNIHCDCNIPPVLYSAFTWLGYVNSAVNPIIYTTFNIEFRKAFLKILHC
#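 Agonism scored from kinetic calcium signal (1 read/sec, 180 s) following compound pin transfer, after a 10 s baseline. Cells: HEK293 Trex line expressing inducible D2 receptor coupled to calcium, dye-loaded after overnight culture at 30 C.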
# D2 antagonist – HTS Assay for Allosteric Antagonists of the Human D2 Dopamine Receptor: Primary Screen for Antagonists. D(2) dopamine receptor (Homo sapiens), P14416. HEK293 TREx D2 cells, calcium flux, dopamine EC80. inhibition, % at 10 µM. 340,000 tested, 2% active; in the data active means inhibition above about 30%; further: 0% is about no effect
#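 Overnight-induced (tetracycline, 30 C) HEK293 T-REx cells carrying force-coupled D2 receive a no-wash calcium dye, then compound, then EC80 dopamine at 180 s; signals are read kinetically throughout.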
# D2 PAM – HTS Assay for Positive Allosteric Modulators of the Human D2 Dopamine Receptor: Primary Screen for Potentiators. HEK293 T-REx D2, calcium flux, EC20 dopamine potentiation. potentiation, % at 10 µM. 340,000 tested, 0.34% active;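 active means potentiation over 3 SD above the plate norm, cut at about 30% in these data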; further: 0% is about no effect
#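 Tetracycline-induced Hek293 Trex D2 cells, force-coupled to calcium, loaded with no-wash calcium dye. Compound added with 180 s kinetic read for agonism, then EC20 dopamine and a further 180 s read for potentiation.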
# D1 PAM – Potentiators of Human D1 Dopamine Receptor: qHTS. D(1A) dopamine receptor (Homo sapiens), P21728. HEK293 TREx D1 cells, calcium flux, dopamine EC20 potentiation. potentiation, % at 10 µM. 360,000 tested, 0.036% active. AID 504651, 2011; in the data active means potentiation above about 30%; further: 0% is about no effect
# TRHR agonist – qHTS for Small Molecule Agonists and Allosteric Enhancers of Human TRH Receptor: Primary Screen for Agonists; TRHR cells, calcium flux fluo-8, FDSS agonist mode; activation, % at 2 µM; 360,000 tested, 0.18% active; AID 493084, 2011; further: 0% is about no effect
#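 Steps: seed TRHR cells overnight; add fluo-8 no-wash Ca dye, RT 30 min–1.5 h; record 10 s baseline; pin-transfer compounds; monitor fluorescence 1 cycle/s for the agonist window. Calcium increases flag candidate agonists.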
# TRHR enhancer – qHTS for Small Molecule Agonists and Allosteric Enhancers of Human TRH Receptor: Primary Screen for Enhancers | TRHR cells, fluo-8 calcium fluorescence, EC20 TRH enhancement | AID 493056, 2011 | enhancement, % at 2 µM | 360,000 tested, 0.66% active | Thyrotropin-releasing hormone receptor (Homo sapiens), P34981; in the data active means enhancement above about 30%; further: 0% is about no effect
#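 Enhancer read-out: after compound pinning and an initial kinetic agonist-mode read, an EC20 of TRH (10 nM final) was injected and fluo-8 calcium signal (Ex 480/Em 530) followed at 1 s/cycle for 100 cycles in TRHR-expressing cells.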
# * hit, by the source's call; nt = not tested or not shown; & = joins results of further samples. Unless noted, no stated cut-off is given here; in the data, active means activation above about 30%; inactive means the rest.
Molecule,RXFP1 antagonist,D1 ag,D1 antag,D2 agonist,D2 antagonist,D2 PAM,D1 PAM,TRHR agonist,TRHR enhancer
COC(=O)c1cccc(NC(=O)CN2C(=O)C3CCCCC3C2=O)c1 (configuration not stated),-8,0,19,0.6,1,10,1,0.1,1
CCCNC(=O)Nc1nc(CC(=O)OCC)cs1,3,-1,-11,-0.2,-10,-8,1,-0.4,-3
CCOC(=O)C1=C(C)NC(=O)NC1c1ccc(OC)c(Cl)c1 (configuration not stated),-7,0,-5,0.6,-18,7,-2,0.0,-9
N#Cc1c(-c2ccc(F)cc2)c2c([nH]c1=O)-c1ccccc1OC2,-4,1,-6,-0.5,3,-5,-1,0.3,18
Cc1ccc(C)c(N2CCN(C(=O)NCc3noc4ccc(C)cc34)CC2)c1,-34,0,8,-0.8,nt,1,-5,0.0,6
C=CCN(c1ccc(C(=O)NCCc2ccccc2)cc1)S(C)(=O)=O,4,1,-4,0.8,11,1,-1,0.5,-4
CC(=O)N1c2ccc(S(=O)(=O)N3CCN(c4cccc(Cl)c4)CC3)cc2CC1C (configuration not stated),nt,1,11,-0.4,nt,8,1,-1.3,19
CCCCNC(=O)C1CCCN(S(=O)(=O)c2ccc(-n3cnnn3)cc2)C1 (configuration not stated),-2,0,-14,-1.2,-4,2,-3,0.0,-3

# Gathered by group: those above containing four or more nitrogen atoms (2)
Molecule,RXFP1 antagonist,D1 ag,D1 antag,D2 agonist,D2 antagonist,D2 PAM,D1 PAM,TRHR agonist,TRHR enhancer
Cc1ccc(C)c(N2CCN(C(=O)NCc3noc4ccc(C)cc34)CC2)c1,-34,0,8,-0.8,nt,1,-5,0.0,6
CCCCNC(=O)C1CCCN(S(=O)(=O)c2ccc(-n3cnnn3)cc2)C1 (configuration not stated),-2,0,-14,-1.2,-4,2,-3,0.0,-3

# (list continues)
Molecule,RXFP1 antagonist,D1 ag,D1 antag,D2 agonist,D2 antagonist,D2 PAM,D1 PAM,TRHR agonist,TRHR enhancer
Cc1ccccc1-c1nc2cc(Cl)ccc2c(=O)o1,4,1,-3,-2.7,3,4,-1,-1.5,5
COC(=O)c1ccc(CSc2nnc3nc(C)cc(C)n23)cc1,7,11,-18,1.6,1,9,-2,0.4,-8
CC(=O)N1CCc2cc(S(=O)(=O)NCCC(=O)NC3CCCc4ccccc43)ccc21 (configuration not stated),4,4,-14,nt,nt,10,-6,-1.5,-2
CCN(CC)c1ccc2c(Cl)cc(=O)oc2c1,9,2,34,0.8,3,-7,2,0.8,7
Cc1ccc2c(c1)-c1ncc(C(=O)c3cc(Br)ccc3O)cc1CO2,nt,1&3,-2&6,0.2,nt,15&-19,-3&7,0.9&0.4,2&6
CC(O)CCc1nc2ccc(C(=O)O)cc2[nH]1 (configuration not stated),-4,0,-1,0.0,8,4,-2,1.4,-9
CNC(=O)c1ccc(-c2ccc(Cl)c(Cl)c2)s1,4,3,-4,nt,nt,nt,-4,0.0,-6
Cc1cc(C(=O)OCC(=O)N2CC(C)OC(C)C2)c(C)n1-c1ccccc1 (configuration not stated),-1,7,-65*,0.2,13,-11,nt,0.0,5
O=C(Nc1ccccc1)c1ccc2c(c1)CCN2S(=O)(=O)c1ccccc1,8,10,-32*,-0.4,16,-3,-2,0.9,1
COc1ccc2cc(CN(Cc3cccnc3)Cc3nnnn3Cc3ccccc3)c(=O)[nH]c2c1,4,1,-4,nt,nt,nt,4,-0.8,1
COc1cc(CC(=O)NCC(C)(C)N2CCOCC2)cc(OC)c1OC,-6,-1,8,-0.2,-7,6,-7,0.6,6
O=C(Nn1c(-c2ccncc2)nc2ccccc2c1=O)c1ccccc1Br,11,-1,7,-0.1,3,-1,-2,-0.1,3
O=C(c1ccccc1Cc1ccccc1)N1CCN(S(=O)(=O)c2ccccc2F)CC1,0,3,-15,-0.2,1,4,2,-0.4,-4
O=C(Nn1c(=S)[nH]c2ccccc2c1=O)c1ccncc1,2,3,3,-0.2,2,-9,2,1.1,2
Cc1cccc(CCNC(=O)CCCOc2cc(=O)n(C)c3ccccc23)c1,-16,0,-5,-0.4,-2,-7,-13,-0.5,-2
COc1ccc(C2=NN(C(=O)CCC(=O)O)C(c3ccccc3)C2)cc1 (configuration not stated),3,4,10,0.0,6,1,0,-0.6,0
COc1cc(/C(C)=N/NC(=O)CSc2nncn2C)ccc1OCc1ccccc1Cl,-3,0,4,0.9,4,1,-4,0.3,0
Cc1noc(C)c1COc1ccc(C(=O)OCC(=O)c2ccc3c(c2)OCCO3)cc1,-7,3,-14,0.3,-11,-2,-5,0.9,-6
O=C(Nc1ccc(S(=O)(=O)Nc2ccccc2F)cc1)N1CCCCC1,4,13,9,0.2,11,11,2,0.2,-3
COc1ccc(CC(=O)O/N=C(\N)c2ccccn2)cc1,-22,9,-2,-0.2,21,3,-4,0.4,2
CCCn1c(CN(C)Cc2ccccc2)nc2c1c(=O)n(C)c(=O)n2C,1,4,-43*,0.1,3,-3,0,-0.9,-3
O=c1c2ccccc2nc2n1C(CSc1ccccc1)CS2 (configuration not stated),11,-2,nt,1.5,-5,16,-1,0.1,12
Cc1cc(OCCCCOc2ccc(C#N)cc2)ccc1[N+](=O)[O-],3,14,-22,1.1,-13,2,-9,2.0,-5
Cc1sc(NC(=O)c2ccccc2)c(C(=O)N2CCN(C)CC2)c1C,-2,2,0,0.2,23,-3,-7,0.4,11
CN(C1CCS(=O)(=O)C1)S(=O)(=O)c1cccc2nsnc12 (configuration not stated),1,0,18,1.2,0,5,-6,0.3,0
CCOc1ccccc1NC(=O)c1sc2nc(-c3ccc(OC)cc3)ccc2c1N,nt,2,1,nt,nt,-5,-1,1.0,-4
Cn1c(=O)n(C)c2cc(N3CCOCC3)c(NC(=O)c3c(F)cccc3F)cc21,-17,0,17,-1.4,nt,22,0,-0.6,-10
Cc1c(Cl)cccc1NC(=S)N(CCCN1CCOCC1)Cc1ccco1,2,3,-11,1.1,3,1,-4,-0.1,15
COc1c(C)cc(C(=O)C2CCCN(Cc3ccc(Oc4ncccn4)cc3)C2)cc1C (configuration not stated),-3,6,-11,-0.6,7,-28,-2,0.7,-1
Cc1cc(=O)oc(C)c1C(=O)NCc1cccnc1,9,3,10,0.2,-1,-1,-3,1.2,0
O=C(NCC(=O)N(CCN1CCOCC1)C(C(=O)NC1CCCC1)c1cccs1)c1ccco1 (configuration not stated),-3,2,13,-0.7,-11,8,-1,1.0,2
CC(SCc1ccccc1)C(=O)N/N=C/c1ccc2c(c1)OCO2 (configuration not stated),8,5,-13,nt,nt,nt,0,0.4,-2
COc1ccc(-c2cc(C(F)(F)F)nc(SCCC(=O)NCc3ccco3)n2)cc1,-18,5,-5,0.9,11,-20,-9,0.5,2
COC(=O)c1cc(NC(=O)Cc2ccc(OC)cc2)cc(C(=O)OC)c1,4,3,6,0.3,-1,5,-5,-0.1,-3
CCCCNc1nc2c(c(=O)n(Cc3ccc(Cl)c(Cl)c3)c(=O)n2C)n1C,nt,1,1,1.5,nt,1,-1,0.0,3
CCOC(=O)COc1cc(OCC(=O)OCC)c2c(=O)cc(-c3ccccc3)oc2c1,-2,1,0,0.0,-6,5,-6,-0.1,4
CCc1ccc(CNC(=O)c2cc3c(=O)n(CC)c4ccccc4c3s2)cc1,nt,2,11,-0.5,nt,-11,-2,0.1,-2
CCOC(=O)c1c(NC(=O)OC)sc(C(=O)N(C)C)c1C,7,1,0,0.0,69*,-5,5,0.3,5
COc1ccc(N2CC(NC(=O)COc3ccc4ccccc4c3)CC2=O)cc1OC (configuration not stated),nt,19,nt,nt,nt,6,-1,-0.3,-2
COc1ccc(NC(=O)COC(=O)c2cc(SC)ccc2Cl)c(OC)c1,-7,4,1,-1.1,-9,5,-9,-0.3,2
O=C(Oc1cccc2ccccc12)c1cc(Cl)nc2ccccc12,-3,4,-1,-0.5,4,4,-5,-0.7,-5
Cc1ccc2nc(N/N=C/c3ccccc3C#N)nc(-c3ccccc3)c2c1,0,2,-1,0.7,-14,20,-1,-0.5,-6
CC(OC(=O)c1ccccc1Br)C(=O)Nc1nc(-c2cccc([N+](=O)[O-])c2)cs1 (configuration not stated),-6,1,-4,-0.5,-1,1,-4,0.6,-1
OCCC1CN(Cc2cccn2-c2ncccn2)CCN1Cc1ccc(F)cc1 (configuration not stated),-4,2,-8,-0.4,-4,-4,-6,0.3,6
c1ccc(COc2ccc(OCCN3CCCCC3)cc2)cc1,-8,43*,-31*,5.2,-23,-16,-4,4.6,3
O=C(NCCC1=CCCCC1)c1ccc2c(=O)n3nc(Nc4ccccc4)sc3nc2c1,2,2,-7,-0.3,nt,7,1,0.5,-2
Cc1cccn2cc(COc3ccc(-c4ccccc4)cc3)nc12,-6,10,-21,nt,nt,nt,-6,1.9,-8
Cc1cc(C)nc(S/C=C/C(=O)c2ccc(F)cc2)n1,nt,3,-6,0.7,3,4,1,2.5,3
O=C(CN1CCCCCC1)N/N=C/c1ccc2ccccc2c1,-2,4,5,0.1,-1,9,-6,2.3,0
N/C(=N\OC(=O)CC1CCCCC1)c1ccc(Br)cc1,-6,0,-1,nt,nt,nt,-6,-0.1,-1
NC(=O)c1ccc(-c2noc(-c3ccccc3F)n2)cc1,nt,0,nt,-0.2,6,7,-1,-0.1,2
COC(=O)c1cc(C(=O)N(Cc2ccccc2)c2ccccn2)cc([N+](=O)[O-])c1,-5,-2,-17,-0.7,19,2,-9,-0.3,21
Cc1ccc(C(=O)Oc2coc(CSc3nnc(NC(=O)c4cccs4)s3)cc2=O)cc1,9,1,-15,0.3,-11,-2,0,-0.2,4
Cc1c(C(=O)Nc2nc3ccccc3[nH]2)oc2ccccc12,-21,0,4,-0.9,10,-1,-1,-1.1,6
CC(C)CCNC(=O)COC(=O)/C=C/c1ccc2ccccc2n1,-11,5,-6,-3.5,5,9,5,-2.1,-4
O=C(O)CCCC(=O)OCc1c(-c2ccccc2)ncc2ccccc12,nt,-1,nt,-1.2,7,4,-3,-0.1,8

# Some entries already given, reduced to D1 ag, D2 agonist and TRHR agonist.
structure,D1 ag,D2 agonist,TRHR agonist
Cc1ccc(C(=O)Oc2coc(CSc3nnc(NC(=O)c4cccs4)s3)cc2=O)cc1,1,0.3,-0.2
CC(C)CCNC(=O)COC(=O)/C=C/c1ccc2ccccc2n1,5,-3.5,-2.1
